# SIRT5 inh = blocks human SIRT5 desuccinylation of peptide. inhibition, % at 15 µM. 330,000 tested, 1.1% active. Q9NXA8. Purified SirT5, succinyl-peptide AMC, trypsin-coupled fluorescence; in the data active = inhibition above about 15%; inconclusive = no clear call, values can overlap the other calls
# Target sequence (Q9NXA8 whole entry, looked up): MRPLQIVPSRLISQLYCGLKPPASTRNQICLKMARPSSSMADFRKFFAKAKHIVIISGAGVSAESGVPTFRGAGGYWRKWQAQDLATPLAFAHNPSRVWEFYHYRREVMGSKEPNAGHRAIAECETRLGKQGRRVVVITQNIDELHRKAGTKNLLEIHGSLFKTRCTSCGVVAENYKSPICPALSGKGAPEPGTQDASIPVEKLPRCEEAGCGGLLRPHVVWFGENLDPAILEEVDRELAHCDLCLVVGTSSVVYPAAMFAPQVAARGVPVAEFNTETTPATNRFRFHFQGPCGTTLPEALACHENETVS
# PglD inh = inhibitors of Campylobacter jejuni PglD acetyltransferase; AID 602405; inhibition, % at 12.5 µM; 360,000 tested, 0.098% active; purified PglD enzyme, DTNB colorimetric CoA detection; in the data active = inhibition above about 16%, passing the limit was not always enough; inconclusive = no clear call, values can overlap the other calls; also: strong numbers were not always called active
# E-sel inducer = E-selectin induction on HUVECs; AID 686992; HUVEC E-selectin immunofluorescence imaging; normalized: neutral wells 0, TNF-alpha wells 100; activation, % at 7.58 µM; 260,000 tested, 0.37% active; P16581;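 active = mean E-selectin-positive cell signal at least 10% of the positive control, reached in at least 60% of replicates, without over 20% cell loss; inconclusive = no rule given, readout overlaps actives, possibly toxicity-flagged; inactive = the rest, including those meeting only one limit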;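 also: in these data hits start at about 27%; measured in HUVEC primary endothelial cells; signal is the percent of cells scored E-selectin positive by PE staining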
#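 Test system: HUVEC; input: 3,000 HUVEC/well; measured by: immunofluorescence imaging; read-out: % PE-positive cells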
# S100A4 MyoIIA = blocks human S100A4 binding to myosin IIA peptide. 360,000 tested, 0.14% active. AID 652163. inhibition, % at 10.7 µM. S100A4/TAMRA-MyoIIA peptide fluorescence polarization;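 active = mean inhibition of at least 70% across replicates, with every replicate also reaching that level; inconclusive = mean inhibition reaches 70% but some replicates fall short; inactive = mean inhibition below 70%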
# Target sequence (P26447 whole entry, looked up): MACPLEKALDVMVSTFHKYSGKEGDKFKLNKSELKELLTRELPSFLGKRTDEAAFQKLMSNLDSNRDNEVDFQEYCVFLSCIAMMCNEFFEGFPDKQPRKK
#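 Test system: S100A4 monomer protein; Medium: HEPES pH 7.2 with CaCl2, KCl, NaCl, DTT, Triton; Probe or stimulus: TAMRA-labelled myosin IIA heavy-chain peptide probe, 5 nM; Doses: one dose per compound; Times: polarization read 5 min after assay mix addition, stable 5–60 min; Benchmarks: neutral control DMSO, positive control TFP.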
# DENV2 CPE rescue = DENV2-induced cell death inhibition; 350,000 tested, 1.7% active; CPE inhibition, % at 9.99 µM; DENV2-infected cells, cytopathic effect rescue, plate reader; AID 651640; in the data active = CPE inhibition above about 20%, passing the limit was not always enough; inconclusive = no clear call, values can overlap the other calls; tested in BHK-21 cells;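 also: 0% = median of neutral control wells and 100% = median of positive control wells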
# C2C12 statin = suppressors of simvastatin-induced myotoxicity in C2C12 myotubes. ATP luminescence, 48 h; scaled: DMSO 0, geranylgeraniol control 100. rescue of ATP level, % at 7.49 µM. 330,000 tested, 0.78% active;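 active = mean ATP rescue above about 67%, or every replicate alone reaching that limit, limit read from the data, passing the limit was not always enough; inconclusive = no clear call, values can overlap the other calls; inactive = mean under the limit and some replicate under it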;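 also: myotubes were challenged with 10 µM simvastatin during compound exposure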
# ERp5 inh = ERp5 (human) disulfide isomerase inhibition | 350,000 tested, 0.05% active | ERp5 insulin aggregation, absorbance 650 nm, 90 min | inhibition, % at 9.99 µM | Q15084;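 active = mean replicate inhibition above about 25%, with every replicate also reaching it, limit read from the data, passing the limit was not always enough; inconclusive = only one of those two criteria met; inactive = neither criterion met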
# Target sequence (Q15084 whole entry, looked up): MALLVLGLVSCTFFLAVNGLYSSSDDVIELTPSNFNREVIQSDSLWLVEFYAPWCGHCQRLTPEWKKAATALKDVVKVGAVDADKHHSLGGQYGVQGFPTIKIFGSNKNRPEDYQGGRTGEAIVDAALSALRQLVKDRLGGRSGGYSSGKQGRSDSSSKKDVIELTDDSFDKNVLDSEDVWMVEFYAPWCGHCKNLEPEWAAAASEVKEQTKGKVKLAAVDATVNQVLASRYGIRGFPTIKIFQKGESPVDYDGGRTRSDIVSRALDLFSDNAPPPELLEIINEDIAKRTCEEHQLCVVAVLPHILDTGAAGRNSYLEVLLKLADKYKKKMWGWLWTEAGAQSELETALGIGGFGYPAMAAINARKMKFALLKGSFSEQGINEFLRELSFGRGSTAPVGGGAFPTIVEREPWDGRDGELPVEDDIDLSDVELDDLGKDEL
# The depositor's hits bear a star; ? = inconclusive; nt = not tested or not shown.
# Fields – PglD inh	E-sel inducer	C2C12 statin	S100A4 MyoIIA	SIRT5 inh	ERp5 inh	DENV2 CPE rescue
1. C[C@H](CO)N1C[C@H](C)[C@H](CN(C)S(=O)(=O)c2ccc(C(F)(F)F)cc2)OCc2ccccc2-c2ccccc2C1=O
→ 0.2	2.2	8.3	-1.2	8.2	8.0	33.1*
2. Cc1ccc(C(=O)OCC(=O)N(C)c2ccccc2)c(C)c1
→ 1.5	15.7	4.1	-4.8	-1.1	0.5	-2.8
3. CCN(CC(=O)Nc1ccc(OC)cc1)C(=O)COc1cccc2c1OC(C)(C)C2
→ 6.0	nt	13.8	4.0	0.2	-2.8	-3.7
4. COC(=O)C[C@@H]1CC[C@H]2[C@H](COc3ccc(NC(=O)NCc4ccccc4)cc3C(=O)N2C)O1
→ -2.6	0.0	2.7	nt	nt	nt	4.1
5. CCOC(=O)C1(Cc2ccccc2C)CCCN(C(=O)c2ccc(CSC)o2)C1 (stereo not drawn)
→ 4.4	0.2	3.5	0.9	4.0	1.8	-1.5
6. CCCC(C)(C)C(=O)N1CCC1(C)C(=O)NS(=O)(=O)c1ccc(Br)cc1 (stereo not drawn)
→ 3.5	0.0	-1.4	-1.7	nt	6.2	-8.2
7. COc1cccc(-c2c(C(=O)N/N=C/c3ccoc3)nnn2-c2nonc2N)c1
→ -1.9	0.2	0.1	4.1	13.4	1.5	-5.6
8. O=C(NCC(c1ccco1)N1CCCCC1)c1cccs1 (stereo not drawn)
→ 3.3	0.2	-2.4	-3.9	-28.5	2.2	-5.3
9. Cc1ccc(C)c(NC(=O)NCCN2CCCCC2)c1
→ 7.9	nt	3.4	-6.2	-0.7	-6.6	-2.8
10. COc1ccc(C(=O)CCC(=O)Nc2cccnc2)cc1
→ nt	nt	nt	-2.6	-0.9	-3.2	-4.8
11. O=C(CC1C(=O)NCCN1CC(c1ccccc1)c1ccccc1)NC1CC1 (stereo not drawn)
→ nt	nt	nt	10.3	-6.3	-0.8	-1.5
12. Cc1c(C(=O)N2CCC(C)(C(=O)NS(=O)(=O)C3CC3)C2)oc2ccccc12 (stereo not drawn)
→ -1.8	-0.4	2.1	-12.9	6.6	1.0	14.0
13. Cc1ccc(-c2csc(C(O)c3ccccc3)n2)cc1C (stereo not drawn)
→ 2.2	-0.5	6.9	5.9	nt	0.2	-4.8
14. CC(C)NC(=O)N1[C@@H]2CN(C(=O)C3CCCCC3)c3ccccc3[C@@H]2[C@@H]1CO
→ 5.5	0.0	-15.0	nt	nt	nt	nt
15. O=C(CCN1CCCCC1)N[C@H]1CC[C@H](CCn2cc(-c3ccc(F)cc3)nn2)O[C@@H]1CO
→ -2.4	-0.2	3.4	5.6	2.6	-2.5	-2.3
16. CN1c2ccc(-c3ccc(C#N)cc3)cc2[C@@H]2[C@@H](CCN2C(=O)Nc2cccc(F)c2)[C@@H]1CO
→ 4.6	2.0	-7.7	2.6	1.5	-0.2	-10.1
17. COc1ccc(NC(=O)N(C)C[C@@H]2Oc3ccc(NS(=O)(=O)c4ccc(OC)cc4)cc3C(=O)N([C@@H](C)CO)C[C@@H]2C)cc1
→ 1.7	0.1	9.2	2.9	-1.8	-2.4	-6.8
18. Cc1c(NC(=S)NC(=O)c2ccccc2Cl)c(=O)n(-c2ccccc2)n1C
→ -2.8	-0.1	7.9	-5.7	-2.5	0.6	?
19. CC(=O)c1cccc(NC(=O)COC(=O)COc2c(Cl)cc(Cl)c3ccc(C)nc23)c1
→ nt	nt	nt	-2.4	1.1	-4.9	-1.3
20. CN(C)S(=O)(=O)c1ccc(C(=O)Nc2ccccc2OC(F)(F)C(F)F)cc1
→ 3.8	nt	36.8	-3.1	-4.7	-5.2	nt
21. CCCCNC(=O)CSc1nnc(Cc2ccccc2)n1CC
→ 5.6	-2.4	1.7	nt	nt	nt	nt
22. CC(=O)N(C)C[C@H]1[C@@H](c2ccc(-c3ccccc3)cc2)[C@@H](CO)N1C(=O)C1CC1
→ -5.4	0.1	4.7	10.5	1.6	15.0	0.7
23. COc1ccccc1NC(=O)N1CCc2[nH]c3ccc(Cl)cc3c2C1
→ 9.1	nt	-27.9	3.5	nt	nt	nt
24. O=C(O)c1ccc(Cl)c(NC(=O)C2CCN(S(=O)(=O)c3cccs3)CC2)c1
→ 0.6	0.0	-0.3	-4.1	nt	0.4	7.1
25. Cc1c(OC(C)C(=O)NC(Cc2c[nH]c3ccc(O)cc23)C(=O)O)ccc2c1oc(=O)c1ccccc12 (stereo not drawn)
→ -0.1	nt	4.6	-1.2	2.5	0.7	4.4
26. CCOc1ccc(-c2nnc3ccc(SCC(=O)Nc4nc5ccc(C)cc5s4)nn23)cc1
→ nt	-1.7	nt	-39.5	2.0	4.4	4.9
27. COc1cc(OC)c(OC)cc1CN1CCN(c2ccc(F)cc2)CC1
→ 1.4	nt	3.2	-7.4	-5.1	1.2	1.7
28. CC(=O)N1CCN(Cc2nc3cc(NC(=O)COc4cccc(C)c4)ccc3n2C)CC1
→ 3.2	0.1	-6.0	2.9	-2.2	-0.4	-4.5
29. Cn1c(=O)c2c(nc(CN3CCN(C(=O)c4ccco4)CC3)n2CC(N)=O)n(C)c1=O
→ 0.8	nt	-3.4	-4.2	-3.8	8.0	6.9
30. CN(C)S(=O)(=O)Oc1cccc(C(=O)Nc2ccc([N+](=O)[O-])cc2)c1
→ 3.6	nt	-12.5	-0.6	-2.5	-3.8	3.1

# An excerpt from above in order of number of heavy atoms, lowest first:
# Fields – PglD inh	E-sel inducer	C2C12 statin	S100A4 MyoIIA	SIRT5 inh	ERp5 inh	DENV2 CPE rescue
8. O=C(NCC(c1ccco1)N1CCCCC1)c1cccs1 (stereo not drawn)
→ 3.3	0.2	-2.4	-3.9	-28.5	2.2	-5.3
21. CCCCNC(=O)CSc1nnc(Cc2ccccc2)n1CC
→ 5.6	-2.4	1.7	nt	nt	nt	nt
23. COc1ccccc1NC(=O)N1CCc2[nH]c3ccc(Cl)cc3c2C1
→ 9.1	nt	-27.9	3.5	nt	nt	nt
27. COc1cc(OC)c(OC)cc1CN1CCN(c2ccc(F)cc2)CC1
→ 1.4	nt	3.2	-7.4	-5.1	1.2	1.7
12. Cc1c(C(=O)N2CCC(C)(C(=O)NS(=O)(=O)C3CC3)C2)oc2ccccc12 (stereo not drawn)
→ -1.8	-0.4	2.1	-12.9	6.6	1.0	14.0
29. Cn1c(=O)c2c(nc(CN3CCN(C(=O)c4ccco4)CC3)n2CC(N)=O)n(C)c1=O
→ 0.8	nt	-3.4	-4.2	-3.8	8.0	6.9
26. CCOc1ccc(-c2nnc3ccc(SCC(=O)Nc4nc5ccc(C)cc5s4)nn23)cc1
→ nt	-1.7	nt	-39.5	2.0	4.4	4.9
1. C[C@H](CO)N1C[C@H](C)[C@H](CN(C)S(=O)(=O)c2ccc(C(F)(F)F)cc2)OCc2ccccc2-c2ccccc2C1=O
→ 0.2	2.2	8.3	-1.2	8.2	8.0	33.1*

# Continuation.
# Fields – PglD inh	E-sel inducer	C2C12 statin	S100A4 MyoIIA	SIRT5 inh	ERp5 inh	DENV2 CPE rescue
31. COC(=O)c1ccc(COc2cccc3c2OC(C)(C)C3)cc1
→ 5.3	0.4	-5.1	-1.4	7.6	0.3	-2.5
32. O=C(CS(=O)(=O)c1ccccc1)N1CCCCC1
→ -3.7	-1.0	nt	14.0	0.0	-4.1	?
33. C[C@H]1CN([C@@H](C)CO)C(=O)c2cc(/C=C/c3ccccc3)cnc2O[C@@H]1CN(C)Cc1ccccc1F
→ 1.4	0.1	30.3	2.8	2.8	2.6	-2.2
34. CCN(C(=O)CSc1nnc(-c2c[nH]c3ccccc23)n1C1CC1)C1CCS(=O)(=O)C1 (stereo not drawn)
→ -1.0	1.1	6.0	-1.1	-2.6	-3.8	2.9
35. CC(=O)c1ccc(OCC(=O)N2CCN(S(=O)(=O)c3ccc(C)cc3C)CC2)cc1
→ -1.4	-0.8	nt	-4.6	7.0	1.7	3.8
36. COc1ccc(S(=O)(=O)N(C)C[C@H]2OCCCC[C@@H](C)Oc3ccc(NC(=O)Cc4ccccc4)cc3C(=O)N([C@@H](C)CO)C[C@@H]2C)cc1
→ -1.7	0.2	nt	22.7	1.4	-2.6	16.5
37. O=C(C[C@@H]1CC[C@@H]2[C@H](COC[C@H](O)CN2CC2CC2)O1)NCC1CC1
→ 2.6	-0.1	-10.3	11.0	1.7	-1.4	?
38. CC(C)(C)C(=O)OC/C(N)=N/OC(=O)c1ccc(Cl)c(Cl)c1
→ -4.3	nt	-2.8	-0.8	-3.7	-0.4	0.6
39. Cc1noc(C)c1S(=O)(=O)Nc1ccc2c(c1)C(=O)N([C@H](C)CO)C[C@@H](C)[C@@H](CN(C)S(=O)(=O)c1c(C)noc1C)OCCCC[C@H](C)O2
→ 3.6	-0.3	nt	22.7	5.7	-4.9	-1.0
40. CNC(=S)NCCC(c1ccccc1)c1ccccc1
→ nt	nt	-2.0	-4.5	-0.8	1.4	-3.6
41. NC(=O)NC(=O)CSc1ccccc1
→ nt	nt	nt	0.7	-2.5	-2.8	nt
42. CCNC(=O)C[C@@H]1CC[C@H]2[C@H](COc3ccc(NC(=O)c4cc(C)on4)cc3C(=O)N2C)O1
→ -2.3	0.0	-1.5	9.2	3.2	0.3	2.2
43. O=C(c1ccncc1)N1CC2(C1)[C@@H](c1ccccc1)[C@@H](CO)N2CC1CCCC1
→ nt	-0.2	nt	7.0	18.0*	9.3	-6.2
44. CCOc1cccc2c1OC1(C)CC2NC(=O)N1c1cccc(C(=O)N2CCN(c3ccccn3)CC2)c1 (stereo not drawn)
→ 1.8	nt	3.7	-1.3	-7.5	1.5	-6.2
45. C[C@]12c3[nH]c4cc(-c5ccco5)ccc4c3CCN1C(=O)[C@@H](CC(=O)NCC13CC4CC(CC(C4)C1)C3)C[C@@H]2C(=O)N1CCCCC1
→ 5.4	-0.7	7.0	-9.3	-2.8	2.9	9.0
46. C=CCN(c1ccccc1OC)S(=O)(=O)c1ccc(Cl)c(C(=O)Nc2ccc(N3CCOCC3)cc2)c1
→ nt	1.1	nt	-11.1	-0.9	2.5	6.4
47. Cc1c(NC(=O)c2cc(-c3ccc(O)cc3)on2)c(=O)n(-c2ccccc2)n1C
→ 4.0	-0.1	14.2	1.1	0.7	0.0	-4.8
48. CCCCOc1ccc(C2C(C(=O)c3ccc(C)o3)=C(O)C(=O)N2CC2CCCO2)cc1 (stereo not drawn)
→ nt	0.8	nt	3.0	2.4	-5.5	-3.7
49. Cc1ccc(-c2nn(CCC(N)=O)c(=O)c3ccccc23)cc1
→ 6.5	nt	-2.7	5.5	-1.5	7.6	nt
50. O=C(COC(=O)c1cccc(C(F)(F)F)c1)NC(=O)NC1CCCC1
→ -0.2	nt	4.1	0.0	1.9	4.3	-5.8
51. O=C(CCC1CCCC1)N[C@@H](Cc1ccc(O)cc1)C(=O)O
→ 2.0	-0.1	10.9	0.0	nt	-2.0	-4.8
52. CN(C(=O)c1cccc(NC(=O)Cc2ccc(NC(=O)C3CCN(C(=O)C4CC4)CC3)cc2)c1)C1CCCC1
→ -2.9	-0.2	7.3	3.1	0.2	-4.4	47.4*
53. CCOc1ccc(S(=O)(=O)N2CCN(Cc3ccc4c(c3)OCO4)CC2)cc1OCC
→ 1.2	-0.2	2.2	2.4	1.5	-2.4	1.5
54. O=C(NCc1ccc(F)cc1)c1cc2ccccc2o1
→ 2.9	nt	37.8	-5.8	2.2	0.5	2.8
55. O=C(OC(C(=O)NCc1ccco1)C(OC(=O)c1ccccc1)C(=O)NCc1ccco1)c1ccccc1 (stereo not drawn)
→ nt	-0.4	nt	0.8	0.1	0.1	9.4
56. C[C@@H]1CN([C@H](C)CO)C(=O)Cc2cc(NC(=O)Cn3cnnn3)ccc2O[C@H]1CN(C)CC1CC1
→ 0.5	-0.2	-7.7	6.8	-1.4	-2.8	1.8

# A portion of the library. The share of hits here may be higher or lower than overall.
